Compound activity: PubChem BioAssay, several laboratories
SR-BI DiI inh = inhibitors of SR-BI mediated HDL lipid uptake, primary screen, ldlA[mSR-BI] cells, fluorescence, single point; Scavenger receptor class B member 1 (Mus musculus), Q61009; ldlA[mSR-BI] CHO cells, DiI-HDL uptake fluorescence, 3 h; 320,000 compounds, 0.96% hits; inhibition, % at 12.5 µM;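 active = mean replicate inhibition of at least 70% and a set share of replicates each scoring 70 or more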;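 note: 0% = median of neutral control wells and 100% = median of positive control wells; values of inactives mirror those of a sister screen read the other way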
Arr AP2 block = inhibitors of beta-arrestin/AP2 binding, primary screen, biochemical, GPCR trafficking, flow cytometry; FITC-arrestin peptide / GST-AP2 beads; AP2 beta2 appendage carries R879A mutation; AID 504490, 2011; 340,000 compounds, 0.31% hits; inhibition, % at 10 µM;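 active = inhibition above a set limit, near 3 SD of compounds lacking own fluorescence, cut at about 54% in these data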;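 note: plate controls were DMSO wells for no effect and 5 µM unlabelled arrestin peptide for full effect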
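Test system: GST-tagged AP2 beta2-adaptin appendage (R879A) on 4 µm glutathione beads; also added: fluorescein-tagged arrestin peptide at 50 nM final; timing: 12 min plus 1 h, RT; signal: flow cytometry, FL1 (488/535 nm); read-out: percent drop in bead-associated FITC signal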
MITF TRPM1 HTS = activators of MITF-driven TRPM1 promoter reporter, primary screen, cell-based, SK-MEL-5, luciferase, single point | SK-MEL-5 TRPM1-promoter luciferase, 24 h; % of positive control, neutral wells = 0 | activation, % at 12.5 µM | 300,000 compounds, 0.75% hits | AID 588334, 2011;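 active = mean activation of at least 80% with every replicate also reaching 80%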;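 note: 0% = neutral control wells and 100% = parthenolide positive control wells; values of inactives mirror those of a sister screen read the other way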
PKA-R1A activ = activators of PKA-R1A holoenzyme, primary screen, biochemical, fluorescence polarization, Cy5-IP20, bovine R1A, mouse PKAc | cAMP-dependent protein kinase type I-alpha regulatory subunit (Bos taurus) + … | PKA-R1A dissociation; scaled: DMSO 0%, 113 µM cGMP 100% | activation, % at 11.4 µM | 340,000 compounds, 0.083% hits | AID 504707, 2011;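 active = percent activation above the mean of all tested compounds plus 3 SD, cut at about 19% in these data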;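 note: higher means more PKAc released from R1A so a rise in polarization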
PKA-R2B activ = activators of PKA-R2B holoenzyme, primary screen, biochemical, fluorescence polarization, Cy5-IP20, human; PKA-R2B holoenzyme dissociation; R2B truncated from residue 108, S112A mutant; 0% DMSO only, 100% 113 µM cGMP; activation, % at 11.4 µM; 340,000 compounds, 0.079% hits; AID 504700, 2011;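 active = activation above a cutoff set at the mean over all compounds plus 3 SD, cut at about 18% in these data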;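 note: higher means more holoenzyme dissociation and a rise in polarization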
SUMO Mot1 rescue = yeast Mot1-301 growth rescue at high temperature, primary screen, SUMOylation pathway inhibitor project, S. cerevisiae, ATP luminescence, 38.5C; S. cerevisiae Mot1-301 growth rescue; percent above DMSO median, 100 means doubled; growth rescue, % at 18.8 µM; 320,000 compounds, 1% hits; AID 2716, 2010;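 active = every valid replicate shows activation above 250% relative to neutral control wells; inactive = the rest, any valid replicate at or below 250%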;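 note: OY570 slx delta 5 strain wells were the positive control but not used for scaling; some compounds called inactive have numbers as strong as hits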
CDK5 p35 inh = inhibitors of human CDK5/p35 kinase, primary screen, biochemical, single concentration | Cyclin-dependent kinase 5 (Homo sapiens) + Cyclin-dependent kinase 5 activator 1 (Homo … | Recombinant CDK5/p35, ADP-Glo luminescence, 60 min | inhibition, % at 10 µM | 330,000 compounds, 0.01% hits;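 active = highest replicate inhibition of at least 50% and at least 75% of replicates reaching 50%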;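 note: plate controls were DMSO neutral control for no effect and GW8510 at 10 µM for full effect; many of its hits are not listed in these tables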
Pemphigus Ab inh = inhibitors of pemphigus antibody binding to DSG3, primary screen, biochemical, bead-based, flow cytometry, scFv-GFP; Desmoglein-3 (Homo sapiens), P32926; DSG3-coupled beads, scFv-anti-DSG3-GFP binding; stronger effect = lower value; binding (percent of control), % at 10 µM; 310,000 compounds, 0.48% hits; AID 588358, 2011;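 active = binding more than 3 SD below its plate's average and above zero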; note: some compounds called inactive have numbers as strong as hits
NSD2 inh = NSD2 histone methyltransferase inhibitors, primary screen, biochemical, AlphaScreen, single concentration, set 2; AID 743445, 2014; NSD2 peptide methylation, 120 min; inhibition, % at 12.5 µM; 310,000 compounds, 0.54% hits; Histone-lysine N-methyltransferase NSD2 (Homo sapiens), O96028; in the data active = inhibition above about 50%
Target sequence (O96028 whole entry, looked up): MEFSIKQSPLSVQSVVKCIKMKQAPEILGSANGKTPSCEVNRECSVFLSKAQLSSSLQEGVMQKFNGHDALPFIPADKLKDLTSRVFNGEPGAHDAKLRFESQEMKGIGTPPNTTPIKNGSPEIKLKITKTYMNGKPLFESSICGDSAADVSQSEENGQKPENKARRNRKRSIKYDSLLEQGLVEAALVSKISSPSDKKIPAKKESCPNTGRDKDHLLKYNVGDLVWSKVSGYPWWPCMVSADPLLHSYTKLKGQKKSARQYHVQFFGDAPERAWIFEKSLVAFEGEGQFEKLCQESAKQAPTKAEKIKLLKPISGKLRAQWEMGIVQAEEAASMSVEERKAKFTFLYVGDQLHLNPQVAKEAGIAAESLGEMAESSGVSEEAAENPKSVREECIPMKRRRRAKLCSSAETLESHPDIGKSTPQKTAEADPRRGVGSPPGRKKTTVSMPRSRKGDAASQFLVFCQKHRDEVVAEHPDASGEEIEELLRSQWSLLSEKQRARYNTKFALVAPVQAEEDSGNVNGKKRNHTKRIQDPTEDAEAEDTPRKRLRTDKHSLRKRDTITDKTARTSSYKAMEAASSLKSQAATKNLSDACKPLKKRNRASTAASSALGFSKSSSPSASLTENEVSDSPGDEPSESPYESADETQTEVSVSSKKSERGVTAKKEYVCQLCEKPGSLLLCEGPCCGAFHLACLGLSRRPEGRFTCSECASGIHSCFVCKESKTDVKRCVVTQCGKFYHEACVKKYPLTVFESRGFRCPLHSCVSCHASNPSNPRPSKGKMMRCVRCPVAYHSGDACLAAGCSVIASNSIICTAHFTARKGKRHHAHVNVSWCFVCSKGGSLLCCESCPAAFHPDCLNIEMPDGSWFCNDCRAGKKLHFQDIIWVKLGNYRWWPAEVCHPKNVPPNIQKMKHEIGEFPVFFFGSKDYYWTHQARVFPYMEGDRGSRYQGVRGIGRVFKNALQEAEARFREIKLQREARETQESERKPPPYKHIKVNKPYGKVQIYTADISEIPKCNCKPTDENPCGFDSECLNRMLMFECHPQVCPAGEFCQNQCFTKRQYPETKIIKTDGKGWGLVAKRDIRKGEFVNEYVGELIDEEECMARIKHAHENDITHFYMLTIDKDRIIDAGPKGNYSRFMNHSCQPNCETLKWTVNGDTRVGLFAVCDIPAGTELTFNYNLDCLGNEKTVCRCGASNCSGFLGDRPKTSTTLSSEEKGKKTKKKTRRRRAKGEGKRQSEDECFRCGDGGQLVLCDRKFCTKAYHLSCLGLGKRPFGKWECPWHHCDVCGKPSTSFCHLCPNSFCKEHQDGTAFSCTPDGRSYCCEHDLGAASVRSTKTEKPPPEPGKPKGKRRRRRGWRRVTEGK
SR-BI uptake up = activators of SR-BI mediated DiI-HDL uptake, primary screen, ldlA[mSR-BI] CHO cells, DiI fluorescence | 320,000 compounds, 0.096% hits | activation, % at 12.5 µM | AID 504775, 2011 | 3 h; 100 = double the neutral-control signal;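 active = mean replicate activation of at least 60% and every replicate at or above 60%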;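 note: 0% = median plate neutral-control signal and 100% = twice that signal; values of inactives mirror those of a sister screen read the other way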
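Material – SR-BI-overexpressing, LDLR-lacking CHO cells · Medium – BSA-supplemented, HEPES-buffered Ham's F12, pH 7.4 · Doses – single concentration · Times – compound with DiI-HDL co-incubation, 3 h at 37 °C · Measured by – bottom-read fluorescence, 550/595 nm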
dFosB activator = activators of delta FosB homodimer, primary screen, biochemical, fluorescence polarization, TAMRA-CDK5 oligo, single point; 340,000 compounds, 0.99% hits; activation, % at 25 µM; Protein FosB (Mus musculus), P13346; purified delta FosB; percent of positive-control signal above neutral wells;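 active = mean activation above about 17%, with every replicate also reaching it, limit read from the data, passing the limit was not always enough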;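 note: fluorescence polarization rise as delta FosB binds a TAMRA Cdk5 AP-1 oligo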
Numbers without * were called inactive; i = inactive; / = not tested or not shown.

SMILES	SR-BI DiI inh	Arr AP2 block	MITF TRPM1 HTS	PKA-R1A activ	PKA-R2B activ	SUMO Mot1 rescue	CDK5 p35 inh	Pemphigus Ab inh	NSD2 inh	SR-BI uptake up	dFosB activator
COC(=O)c1sccc1NC(=O)CSc1ccccc1NS(=O)(=O)c1ccc(Cl)cc1	13.8	-11.5	-7.0	-21.5	6.3	64.5	-4.0	/	3.6	-13.8	-9.0
OCCNC(=S)c1ccccc1	-8.4	8.7	/	-8.5	-21.3	13.9	1.1	116.3	-2.8	8.4	14.4
O=C(Nc1cccc([N+](=O)[O-])c1)c1[nH]ncc1Cl	-7.6	6.3	30.3	-5.9	-3.9	-17.2	4.8	116.2	0.0	7.6	-6.7
COc1ccc(CNC(=O)CCn2c(=O)oc3ccccc32)cc1	-16.1	-2.6	/	1.5	4.7	-6.5	0.2	84.8	/	16.1	1.4
CCOP(=O)(c1ccc(N(C)C)cc1)C(O)c1ccccc1OC (centres undefined)	-22.3	-13.0	-4.6	-12.1	-2.8	-3.2	-0.9	107.1	0.8	22.3	-0.6
CSc1ccc(C2C(C(=O)c3ccco3)=C(O)C(=O)N2c2nnc(SC)s2)cc1 (centres undefined)	-4.2	10.2	-0.7	-1.7	-4.2	-2.6	-1.1	127.7	-1.9	4.2	-5.6
C=CCn1c2ccccc2c2nnc(SCC(=O)Nc3c(C)n(C)n(-c4ccccc4)c3=O)nc21	51.3	7.3	0.0	13.6	2.7	/	1.2	100.9	-2.8	-51.3	-7.2
CC12CNCC(C)(CN(C3(O)C(=O)Nc4ccc(Br)cc43)C1)C2=O (centres undefined)	8.6	5.8	-16.8	-8.8	-0.2	-4.3	-1.8	100.6	-3.4	-8.6	-2.9
COc1cc(NC(=O)c2ccc3c(c2)OCCO3)ccc1NC(=O)c1cccs1	73.9*	-14.6	34.7	-7.4	-3.9	-0.3	0.8	117.2	3.7	-73.9	-4.4
NC(=O)NCc1ccccc1F	-4.0	-13.5	7.9	/	/	-18.7	1.3	101.1	-1.8	4.0	-0.6
COC(=O)c1sccc1OCc1cccc(OC)c1	22.8	-7.4	6.0	1.3	-4.7	-0.9	2.4	97.7	-1.9	-22.8	-1.0
CCC(c1nnc(SCC(=O)NCC2CCCO2)n1Cc1ccccc1)N(C)C (centres undefined)	-4.6	-6.6	5.6	3.5	-1.6	-0.9	-0.8	107.2	-4.3	4.6	3.4
C[C@H](NCc1c[nH]c2ccccc12)c1ccccc1	24.0	11.5	-18.5	-10.1	-2.8	1.5	0.6	96.8	0.8	-24.0	-2.7
CCCc1ccc2oc(C(=O)N3CCCC3)c(C)c2c1	24.2	6.4	/	-2.6	6.7	7.7	2.4	113.5	7.5	-24.2	-8.1
CC(=O)Nc1ccc2nc(NC(=O)COc3ccccc3Cl)sc2c1	43.8	-23.7	89.2*	-16.4	4.5	-16.9	1.1	117.2	0.0	-43.8	2.4
CCn1c(SCC(=O)Nc2cccc(C)n2)nc2c1c(=O)n(C)c(=O)n2C	21.8	2.2	5.3	-3.1	0.9	-12.1	-2.1	109.4	-1.5	-21.8	7.5
Cc1ccc(-n2nnnc2SCC(=O)c2c(N)n(C3CC3)c(=O)[nH]c2=O)cc1	3.5	i	-9.7	-5.5	-0.8	2.5	-0.1	i	-1.4	-3.5	-2.0
COc1ccc2c(c1)c(C)cc[n+]2Cc1ccccc1	-13.3	1.3	-28.2	-2.6	8.4	981.7	1.1	93.4	1.4	13.3	-6.4
CC1=CC(c2ccccc2)n2nc(NC(=O)CCCC(=O)O)nc2N1 (centres undefined)	-0.3	-22.0	-6.4	-5.8	4.9	5.4	-0.7	/	-1.5	0.3	-2.5
Nc1c(C(=O)O)sc2nc(-c3ccccc3)cc(-c3ccc(F)cc3)c12	/	8.9	-10.0	-8.2	-0.6	-0.6	-4.2	95.4	/	/	-15.9
CC(C)C(=O)Nc1c(-c2ccccc2Cl)c(=O)c2ccccc2n1C	/	5.5	9.7	6.1	3.9	-6.2	0.2	96.5	-0.7	/	2.0
CC(C)n1c(N2CCN(C(=O)Nc3ccccc3)CC2)nc2ccccc21	10.6	-10.8	/	5.8	3.7	168.5	0.6	102.8	2.7	-10.6	-8.0
COc1ccc2nc(C)cc(C(=O)O)c2c1	-16.8	10.5	-5.7	-3.8	-2.7	/	0.5	108.7	-3.5	16.8	-3.0
O=C(CCN1C(=O)/C(=C/c2cccs2)SC1=S)Nc1ccc(C(=O)O)c(O)c1	-7.2	-7.7	2.5	6.0	-2.7	9.1	1.5	79.9	39.0	7.2	-2.3
O=C(Cc1ccc([N+](=O)[O-])cc1)Nc1nnc(C2CC2)s1	-29.8	-9.0	6.7	-6.0	3.8	-14.4	-0.7	91.5	-1.0	29.8	4.6
COc1ccc(OCC(=O)NNC(=O)C(=O)Nc2cc(OC)ccc2OC)cc1	11.8	-13.2	-11.4	5.0	-17.0	4.7	-1.1	99.8	/	-11.8	4.2
CCC(C)c1ccc(NC(=O)COC(=O)c2nc3nccc(C)n3n2)cc1 (centres undefined)	-12.3	7.6	/	-15.3	-2.6	7.1	-0.6	108.3	4.4	12.3	-9.2
CC(C)N(Cc1nc2ccccc2c(=O)[nH]1)C(=O)c1ccc(NC(=O)CSc2nnnn2C)cc1	-10.7	8.0	-7.5	-3.3	9.6	4.1	-0.5	97.4	-0.6	10.7	-2.4
CCOC(=O)c1ccc(NC(=O)c2nc[nH]c2C(=O)N(CC)CC)cc1	-23.1	-0.8	8.4	-10.9	-3.3	24.1	0.5	97.8	/	23.1	-5.4
Cc1ccc2[nH]cc(CCNC(=O)C3CCCCC3)c2c1	-17.1	13.8	/	3.9	1.5	-1.2	-0.5	107.3	10.2	17.1	-0.8
O=C(CN1CCc2ccccc2C1)NCC(=O)Nc1ccc(F)cc1	-9.2	4.4	-11.1	-3.4	-2.4	-14.9	-0.3	114.7	-0.4	9.2	-1.3
O=C(O)CNC(=S)N(Cc1ccccc1)Cc1cccnc1	-2.8	-2.4	1.0	6.6	2.2	-11.1	-2.7	100.3	-1.8	2.8	-0.5
COc1ccc(Cl)cc1NC(=O)Nc1ccccc1SC	54.2	6.9	7.6	-1.2	-4.4	/	2.4	98.4	-0.6	-54.2	-4.5
COc1ccc(S(=O)(=O)N2CCC(C(=O)N3CCOCC3)CC2)cc1OC	-0.4	1.0	-2.7	3.2	-4.5	-11.7	4.6	103.5	-1.2	0.4	-1.8
CCCC(=O)OCC(=O)Nc1ccccc1Sc1ccccc1	-12.5	-11.1	2.3	-1.4	6.3	-26.8	0.0	97.5	-6.0	12.5	-2.1
O=C1CCC/C1=C\c1ccccc1	-8.0	14.4	-1.0	0.1	4.3	4.4	-1.9	103.6	-2.8	8.0	-11.8
Cc1c(Br)cc(-c2nnco2)cc1Br	-0.6	-10.1	9.5	-8.6	-3.0	-3.3	2.0	97.8	-0.8	0.6	1.0
Cc1cccc(C)c1N1C(=O)C2ON(c3ccccc3)C(c3ccncc3)C2C1=O (centres undefined)	-41.0	4.8	-10.3	-12.0	4.1	16.3	-5.1	95.1	4.6	40.9	-7.2
CC(=O)OC(COc1cccc(C)c1)Cn1cnc2ccccc21 (centres undefined)	-7.6	-3.0	9.6	7.8	3.9	-6.6	0.9	123.5	-2.4	7.6	-3.7
O=C(Cn1ncc2c([nH]c3ccccc32)c1=O)N1CCc2ccccc2C1	-9.5	5.7	-7.4	-0.1	-1.6	316.7	/	96.5	-3.0	9.5	0.8

The last 2 records of the part before are carried over, then new ones follow:
SMILES	SR-BI DiI inh	Arr AP2 block	MITF TRPM1 HTS	PKA-R1A activ	PKA-R2B activ	SUMO Mot1 rescue	CDK5 p35 inh	Pemphigus Ab inh	NSD2 inh	SR-BI uptake up	dFosB activator
CC(=O)OC(COc1cccc(C)c1)Cn1cnc2ccccc21 (centres undefined)	-7.6	-3.0	9.6	7.8	3.9	-6.6	0.9	123.5	-2.4	7.6	-3.7
O=C(Cn1ncc2c([nH]c3ccccc32)c1=O)N1CCc2ccccc2C1	-9.5	5.7	-7.4	-0.1	-1.6	316.7	/	96.5	-3.0	9.5	0.8
CC1CC(C)(C)CC2(C1)NC(=O)N(CC(=O)N1CCN(S(=O)(=O)c3cccc(F)c3)CC1)C2=O (centres undefined)	-13.0	8.7	-4.2	3.2	-3.8	1.3	0.0	100.0	-1.9	13.0	-2.7
Cc1ccc(C2C(C#N)=C(N)Oc3cc4c(cc32)OCO4)cc1 (centres undefined)	22.9	3.3	-16.0	7.2	-12.3	330.9	-0.8	98.7	1.1	-22.9	-3.0
COc1ccc(-c2nc3ccccc3c(=O)n2CCCn2ccnc2)cc1	-11.8	28.8	-1.3	-5.4	7.5	-10.0	-1.2	93.5	0.0	11.8	-13.3
Cc1ccc(CNC(=O)CSc2nc3ccccc3[nH]2)cc1	8.2	15.6	/	2.3	-0.5	3.5	-5.3	115.8	-0.1	-8.2	-1.9
CC1=C(O)C(=O)C(C2=C(O)C(=O)C(C)=C(O)C2=O)=C(O)C1=O	4.6	0.0	-2.4	-8.4	-5.4	/	-2.1	96.0	/	-4.6	-9.0
O=C(Cc1ccc(Br)cc1)NCCCn1ccnc1	1.1	-3.9	3.8	-5.9	-1.5	-4.3	0.9	99.5	-2.5	-1.1	-3.6
